GAA spleen mod – inhibitors or activators of human alpha-glucosidase in spleen homogenate; human spleen homogenate, 4-MU-alpha-glucoside fluorescence; Potency, µM (doses to about 79.9 µM), for the others: at the highest dose activity change, negative = inhibition, actives largely listed as inhibitors; AID 2112; P10253; actives 0.006% (n = 240,000);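 further: 0% = enzyme with vehicle and -100% = no enzyme basal signal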
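Human spleen homogenate (1 ug) incubated with compounds and 1 mM 4-methylumbelliferyl-alpha-D-glucopyranoside in pH 5.0 citrate/phosphate buffer, 37 C, 40 min. Stopped at pH 10; 4-MU fluorescence (Ex 365/Em 440 nm); AC50 by Hill fit.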
GAA glycogen mod – inhibitors or activators of human alpha-glucosidase glycogen cleavage. P10253. Potency, µM (doses to about 76.4 µM), for the others: at the highest dose activity change, negative = inhibition, hits mostly inhibitors. actives 0.38% (n = 300,000). recombinant GAA, glycogen substrate, Amplex Red glucose oxidase fluorescence;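 further: 0% = full enzyme reaction and -100% = no-enzyme basal signal; the screen sought inhibitors and activators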
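Recombinant human alpha-glucosidase (4 nM final) hydrolysed bovine liver glycogen (30 ug) for 40 min at 37 C in pH 5.0 citrate/phosphate with 0.01% Tween-20. Released glucose detected by glucose oxidase/Amplex Red, Ex 573/Em 610 nm. Compounds up to 77 uM; AC50 from Hill fits.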
aGal spleen mod – alpha-galactosidase A (human) modulation; Potency, µM (doses to about 80 µM), for the others: at the top dose activity change, negative = inhibition, actives largely listed as inhibitors; actives 0.008% (n = 240,000); human spleen homogenate, 4MU-alpha-Gal fluorescence, 40 min; AID 2107; P06280;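 further: 0% = enzyme with vehicle and -100% = no enzyme basal signal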
Target sequence (P06280 32-429 limits assumed): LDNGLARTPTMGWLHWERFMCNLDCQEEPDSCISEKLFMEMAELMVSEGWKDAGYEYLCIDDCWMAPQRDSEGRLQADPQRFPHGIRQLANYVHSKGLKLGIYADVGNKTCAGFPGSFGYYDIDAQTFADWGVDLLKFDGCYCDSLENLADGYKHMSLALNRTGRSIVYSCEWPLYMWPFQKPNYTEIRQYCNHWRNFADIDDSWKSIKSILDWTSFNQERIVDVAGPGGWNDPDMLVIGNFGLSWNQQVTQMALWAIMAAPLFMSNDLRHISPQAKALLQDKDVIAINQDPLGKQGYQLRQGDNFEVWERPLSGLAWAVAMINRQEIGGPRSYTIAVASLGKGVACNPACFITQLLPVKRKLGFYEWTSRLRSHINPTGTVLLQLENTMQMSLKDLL
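Human spleen homogenate (1 ug) as enzyme source, 4-methylumbelliferyl-alpha-D-galactopyranoside 1 mM final, citrate/phosphate pH 5.0 with 0.01% Tween-20. Compounds 40 min at 37C, NaOH/glycine stop; fluorescence Ex 365/Em 440, Hill-fit AC50.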
Tau fluor counter – counter-screen for tau fibril formation inhibitors. actives 0.93% (n = 280,000). tau K18 P301L Alexa594 fluorescence, heparin fibrillization. AID 1463. Potency, µM (highest dose often 57.7 µM), for inactives: at the top dose activity change, negative = decrease; further: on the % scale 0 is the no-effect control and ±100 the full control effect; nearly all actives have a fitted effect of over 55% in size
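Human tau K18 P301L (15 uM unlabeled, 0.24 uM Alexa 594-labeled) in 100 mM sodium acetate pH 7 with 20 uM heparin, 6 hr at 37 C. ThT 30 uM added, 1 hr ambient; Alexa 594 FP and total fluorescence read at 555/632 nm.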
GAA inhib – inhibitors of human lysosomal alpha-glucosidase. purified human GAA, 4-MU-alpha-glucoside fluorescence. AID 1466. P10253. actives 0.005% (n = 200,000). Potency, µM (titrated, usually from 76.9 µM), for inactives: top-dose activity change, negative = inhibition, hits mostly inhibitors;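 further: plate controls were uninhibited enzyme wells for no effect and no-enzyme background for full effect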
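Fluorogenic assay: 4 nM human alpha-glucosidase with 400 uM 4-methylumbelliferyl-alpha-D-pyranoside in 50 mM citrate/phosphate, 0.005% Tween-20, pH 5.0, 20 min at room temperature. Compounds tested up to 77 uM; AC50 from Hill fits.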
Epigenetic reg – derepresses silenced GFP reporter in murine cells | actives 0.2% (n = 280,000) | AID 1865 | Potency, µM (titrated, usually from 53.9 µM), for inactives: at the highest dose GFP activation, actives largely listed as activators | murine LDR cells, GFP reporter derepression, 30 h; further: % of control where 0% means no effect; nearly all actives have a fitted effect of over 60% in size
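Murine LDR cells carrying a silenced, genomically integrated CMV-driven GFP reporter were exposed to compound for 30 hours at 37 C. After PBS washes, GFP-positive cells (20–120 um objects) were counted by laser-scanning microplate cytometry.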
ALDH1A1 block – inhibitors of human aldehyde dehydrogenase 1A1 | Purified ALDH1A1, NADH fluorescence, propionaldehyde substrate | actives 7.3% (n = 220,000) | Potency, µM (top dose mostly 75.3 µM), inactives show top-dose activity, negative = inhibition, actives largely listed as inhibitors; active means well fitted inhibition curve with a large enough effect, not every such curve was filed as active; inconclusive means small, poorly fitted or top-dose-only effect, or another doubt; inactive means no such curve, though single readings can be large or run the other way;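 further: plate controls were no enzyme wells and a reference inhibitor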
NPSR antag – antagonists of human neuropeptide S receptor cAMP signaling; Q6W5P4; CHO-NPSR cells, cAMP TR-FRET, antagonist mode; Potency, µM (top dose mostly 38.3 µM), for the others: at the top dose activity change, negative = inhibition, actives largely listed as inhibitors; actives 1% (n = 220,000); further: on the % scale 0 is the no-effect control and ±100 the full control effect; nearly all actives have a fitted effect of over 50% in size; many of its hits are not listed in these tables
Target sequence (Q6W5P4 whole entry, looked up): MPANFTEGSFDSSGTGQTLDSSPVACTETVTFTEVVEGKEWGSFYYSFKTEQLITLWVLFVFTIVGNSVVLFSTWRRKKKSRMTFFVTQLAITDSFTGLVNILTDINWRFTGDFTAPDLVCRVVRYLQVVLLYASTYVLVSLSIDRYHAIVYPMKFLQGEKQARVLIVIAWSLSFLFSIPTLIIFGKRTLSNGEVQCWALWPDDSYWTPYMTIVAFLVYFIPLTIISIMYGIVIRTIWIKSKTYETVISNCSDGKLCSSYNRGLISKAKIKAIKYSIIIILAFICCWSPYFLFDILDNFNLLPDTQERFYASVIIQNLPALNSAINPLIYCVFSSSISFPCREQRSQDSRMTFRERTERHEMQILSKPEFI
* hit, by the source's call; ? = inconclusive; nt = not tested or not shown; & = joins results of further samples; [ ] = another dose, or the depositor's remark. Unless noted, the call rests on the fitted dose curve; in most records, active means well fitted curve in the direction sought with a large enough effect; inconclusive means small, poorly fitted or top-dose-only effect, or another doubt; inactive means no such curve, though single readings can be large; an effect the other way counts as inactive or inconclusive. Potency means the concentration at half of the fitted maximal effect. An excerpt; rates above refer to the full screens.

Sample of the layout (8 entries):
canonical_smiles,aGal spleen mod,NPSR antag,GAA glycogen mod,GAA inhib,ALDH1A1 block,GAA spleen mod,Tau fluor counter,Epigenetic reg
COc1ccc(Cl)cc1-n1c(N)c(C(N)=O)sc1=S,-1%,2%[46.1 µM],0%,-4%,?,-14%,-6%,-1.0%
CC1(C(=O)O)CCC(C(=O)Nc2ccccc2O)C1(C)C (stereo unspecified),10%,?,7%,-3%,9%,-8%,-11%,-1.0%
COc1ccc(CCNC(=O)CCNS(=O)(=O)c2cccc3nonc23)cc1OC,-15%,-5%[46.1 µM],9%,-12%,?,-1%,-1%,1.5%
Cc1ccc(NC(=O)Cn2nc([N+](=O)[O-])c(Br)c2C)cc1C,-10%,-21%[46.1 µM],0%,-13%,7%,-7%,-22%,2.3%
Cc1nnc(NC(=O)CCNC(=O)c2ccccc2Cl)s1,5%,14%,-19%,4%,4%,-2%,10%,-1.5%
O=C(CN1C2CCC1CC(NC(=O)NC1CCCCC1)C2)NC1CC1 (stereo unspecified),5%,12%[46.1 µM],0%,-7%,1%,-2%,3%,-0.7%
CCCCN(CCCC)S(=O)(=O)c1ccc(SCC(=O)OCC)c([N+](=O)[O-])c1,1%,-24%[46.1 µM],-8%,?,?,1%,?,5.2%
Cc1ccc(SCCC(=O)N/N=C/c2cccnc2)cc1,4%,-1%,10%,-3%,-3%,2%,-3%,-2.1%

Main list, repeating the preview:
canonical_smiles,aGal spleen mod,NPSR antag,GAA glycogen mod,GAA inhib,ALDH1A1 block,GAA spleen mod,Tau fluor counter,Epigenetic reg
COc1ccc(Cl)cc1-n1c(N)c(C(N)=O)sc1=S,-1%,2%[46.1 µM],0%,-4%,?,-14%,-6%,-1.0%
CC1(C(=O)O)CCC(C(=O)Nc2ccccc2O)C1(C)C (stereo unspecified),10%,?,7%,-3%,9%,-8%,-11%,-1.0%
COc1ccc(CCNC(=O)CCNS(=O)(=O)c2cccc3nonc23)cc1OC,-15%,-5%[46.1 µM],9%,-12%,?,-1%,-1%,1.5%
Cc1ccc(NC(=O)Cn2nc([N+](=O)[O-])c(Br)c2C)cc1C,-10%,-21%[46.1 µM],0%,-13%,7%,-7%,-22%,2.3%
Cc1nnc(NC(=O)CCNC(=O)c2ccccc2Cl)s1,5%,14%,-19%,4%,4%,-2%,10%,-1.5%
O=C(CN1C2CCC1CC(NC(=O)NC1CCCCC1)C2)NC1CC1 (stereo unspecified),5%,12%[46.1 µM],0%,-7%,1%,-2%,3%,-0.7%
CCCCN(CCCC)S(=O)(=O)c1ccc(SCC(=O)OCC)c([N+](=O)[O-])c1,1%,-24%[46.1 µM],-8%,?,?,1%,?,5.2%
Cc1ccc(SCCC(=O)N/N=C/c2cccnc2)cc1,4%,-1%,10%,-3%,-3%,2%,-3%,-2.1%
COc1cc(C(=O)Nc2ccc(NC(=O)C(C)C)nc2)cc(OC)c1OC,-11%,7%[46.1 µM],-7%,8%,-10%,-9%,-3%,-1.0%
COc1ccc(CCNC(=O)CSc2c[nH]c3ccccc23)cc1OC,-3%,2%,-8%,3%,4%,-5%,-9%,0.7%
Cc1ccc(NS(=O)(=O)c2ccc(Br)cc2)nc1,-1%,1%,11%,6%,?,3%,14%,1.1%
Cc1ccc(C2CC(c3ccccc3)=NN2C(=O)CSc2nnc(-c3ccc(Cl)cc3)o2)o1 (stereo unspecified),4%,?,6%,0%,4%,2%,-1%,-0.7%
O=C(O)c1cc(=O)c2ccc(Cl)cc2[nH]1,12%&10%&-2%&22%,-13%[46.1 µM],nt,nt,-2%&-4%&-2%,-3%&12%&-4%&-1%,-8%&-9%&-5%,2.3%&-1.5%&-0.3%
NC(=O)NC(=O)COC(=O)CNS(=O)(=O)c1ccc(F)c(F)c1F,1%,-25%,4%,0%[15.4 µM],4%,0%,-12%,-0.4%
CCc1ccc(S(=O)(=O)NC(CC(=O)O)c2ccccc2)cc1 (stereo unspecified),11%,-23%[46.1 µM],6%,2%,?,4%,-13%,1.5%
O=C(N/N=C/c1ccccc1)c1cc(-c2ccc3c(c2)OCO3)n[nH]1,-5%,2%,-5%,-12%,3%,-21%,-5%,0.0%
CCn1ncc(/C=C/C(=O)Nc2c(C)nn(Cc3ccc(Cl)cc3Cl)c2C)c1C,4%,-6%[46.1 µM],4%,-1%,?,0%,-1%,0.0%
CCCOC(=O)CCc1n[nH]c(=O)[nH]c1=O,5%,-8%[46.1 µM],0%,-3%,0%,3%,2%,-1.4%
COc1cc(NC(=S)NCCc2ccc(S(N)(=O)=O)cc2)c(OC)cc1Cl,-11%,-18%,-14%,5%,11µM*,-9%,-19%,0.1%
COc1cc(/C=N/NC(=O)c2ccncc2)ccc1OC(=O)c1ccccc1Cl,-4%,-26%,-22%,6%,-4%,-1%,?,2.1%
Cc1cccc(C)c1NC(=O)CN(c1ccccn1)S(=O)(=O)c1ccc(F)cc1,6%,5%,-4%,-5%,?,6%,4%,-2.8%
CCC1=C(OC(=O)N(CC)CC)N2C(=O)OC(=NCc3ccccc3)[C@]2(C)[C@H]2C1=CC[C@H]1C(=O)N(CC)C(=O)[C@H]12,1%&3%,-12%,4%,nt,-2%,-2%&1%,-3%&7%,3.0%&-1.3%
CC(C)=CCc1c(O)cc(O)c2c1O[C@H](c1ccccc1)CC2=O,3%,nt,nt,nt,-7%,-6%,-19%,1.9%
COc1cc(CNc2ccc(N3CCCC3)cc2)ccc1OCc1ccccc1,-5%,-16%,?,-14%,7.9µM*,-4%,?,-0.1%
Cc1cc(C(=O)NN)c2cc(Br)ccc2n1,8%,8%[46.1 µM],?,1%,?,1%,-12%,20%
Cc1ccc(Nc2nnc(SCC(=O)N(C)C3CCS(=O)(=O)C3)s2)cc1 (stereo unspecified),-3%,4%,1%,?,0%,2%,-4%,-1.4%
Cc1ccc([N+](=O)[O-])cc1N/C=C1\CCc2ccccc2C1=O,-2%,-3%[46.1 µM],12%,0%,?,-4%,-5%,?
CC1=CS(=O)(=O)CC1Sc1nc2ccccc2[nH]1 (stereo unspecified),-11%,17%,-6%,-1%,8%,1%,8%,-1.8%
COc1ccc(CCNC(=O)CSc2ccc(Br)cc2)cc1OC,-1%,0%,-7%,-9%,3%,-2%,-4%,-1.4%
Cc1ccc(/C=N/NC(=O)C(O)c2ccccc2)o1 (stereo unspecified),6%,2%,-4%,nt,nt,4%,-1%,1.1%
COc1ccc(OC)c(NC(=O)C2CCN(S(C)(=O)=O)CC2)c1,4%,1%[46.1 µM],4%,-6%,0%,1%,-8%,-2.1%
CCC(C)NC(=S)Nc1ccc2nc(N3CCN(CC)CC3)cc(C)c2c1 (stereo unspecified),13%,8%,-22%,-5%,?,4%,-23%,2.8%
O=[N+]([O-])c1ccc(S(=O)(=O)Nc2ccc(-c3csc(-c4ccccc4)n3)cc2)cc1,2%,-7%[46.1 µM],3%,-8%,7%,0%,8.9µM*[quencher],16%
COc1ccc(NC(=O)CCC2CCCCC2)cc1S(=O)(=O)N1CCCCC1,-6%,-6%[46.1 µM],2%,7%,?,-2%,9%,2.6%
CCOc1ccc(C(=O)CCN2CCCCC2)cc1,1%,13%[46.1 µM],0%,-8%,0.016µM*,-2%,3%,4.9%
COc1ccc(NC(=O)c2c(SC)nsc2SC)cc1,-2%,-8%[46.1 µM],-5%,-5%,?,-4%,-3%,3.1%
O=C(NCCc1ccccc1)c1ccc(=O)oc1,-5%,-6%[46.1 µM],8%,-2%,6%,-8%,-4%,1.0%
CCOC(=O)c1nccnc1C(=O)Nc1cccc(C(F)(F)F)c1,-5%,-1%,2%,0%,-2%,-3%,-6%,0.9%
O=C(N/N=C/c1ccco1)c1cc(-c2cccs2)[nH]n1,0%,-25%,4%,1%,-3%,0%,-11%,2.1%
Nc1nc(N2CCCCC2)c(C=O)c(N2CCCCC2)n1,11%,-6%,5%,-3%,6%,-11%,-4%,1.1%
COc1ccc(CNC(=O)c2ccccc2NS(C)(=O)=O)cc1,4%,5%,-4%,-2%,?,9%,-4%,-0.1%
Cc1cc(C)c(OCCCCn2cnc3ccccc3c2=O)c(C)c1,-6%,-20%[46.1 µM],3%,-13%,-13%,-15%,-14%,2.9%
CC(C)CCNC(=O)C(c1ccc(O)cc1)N(C(=O)C1COc2ccccc2O1)c1cccc(O)c1 (stereo unspecified),-6%,55%,0%,10%,-18%,-3%,-29%,0.0%
Cn1c(=O)n(CC(=O)Nc2ccccc2)c2ccccc21,10%,-4%[46.1 µM],-12%,-10%,5%,2%,5%,-1.2%
CC(C)(C)c1ccc(C(=O)NCCN2CCCC2)cc1,-5%,0%,9%,6%,11%,1%,-1%,0.0%
C=CCn1c(=O)c(C(=O)Nc2ccccc2O)c(O)c2ccccc21,3%,-10%[46.1 µM],0%,8%,?,-6%,?,0.1%
COc1cc(/C=C(\C#N)c2ccccn2)ccc1OCc1ccccc1Cl,5%,?,4%,0%,?,-2%,-19%,-0.9%
O=S(=O)([N-]c1nc2ccccc2nc1-n1cc[n+](Cc2ccccc2)c1)c1ccc(Br)cc1,-13%,?,10%,nt,nt,1%,6%,1.1%
COc1cc(OC)c(OC)cc1/C=N/Nc1nc2ccccc2[nH]1,6%,-4%,?,-10%,9%,-2%,-22%,-1.3%
COC(=O)c1ccc(OCC(=O)c2ccccc2OC)cc1,-5%,-27%[46.1 µM],-9%,?,-3%,-2%,-16%,0.0%
CC(C)OC(=O)Cn1nnc(-c2ccccc2)n1,-8%,-11%[46.1 µM],0%,-15%,4%,-5%,-10%,0.0%
